# Bioassay records as filed in PubChem.
# TDP1 cell CPT – qHTS for Inhibitors of human tyrosyl-DNA phosphodiesterase 1 (TDP1): qHTS in cells in presence of CPT; AID 686979, 2013; 420,000 tested, 12% active; chicken DT40 Tdp1-/-;hTDP1 cells + 20 nM CPT, ATP luminescence, 48 h; Potency, µM (series often up to 46.2 µM), for the others: at the top dose activity change, negative = growth inhibition, most hits filed as inhibitors; also: nearly all actives have a fitted effect of over 55% in size
#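 Cell growth measured by CellTiter-Glo luminescence after a minimum 48 h, 37 C compound exposure with 20 nM CPT in Tdp1-knockout DT40 cells stably expressing hTDP1, seeded 400/well; qHTS titration format.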
# TDP1 inh – qHTS Assay for Inhibitors of Tyrosyl-DNA Phosphodiesterase (TDP1). 350,000 tested, 0.28% active. recombinant TDP1, AlphaScreen DNA substrate cleavage. Potency, µM (top dose mostly 130 µM), for the others: at the highest dose activity change, negative = inhibition, actives largely listed as inhibitors. AID 485290, 2010; also: nearly all actives have a fitted effect of over 40% in size
# Target sequence (Q9NUW8 whole entry, looked up): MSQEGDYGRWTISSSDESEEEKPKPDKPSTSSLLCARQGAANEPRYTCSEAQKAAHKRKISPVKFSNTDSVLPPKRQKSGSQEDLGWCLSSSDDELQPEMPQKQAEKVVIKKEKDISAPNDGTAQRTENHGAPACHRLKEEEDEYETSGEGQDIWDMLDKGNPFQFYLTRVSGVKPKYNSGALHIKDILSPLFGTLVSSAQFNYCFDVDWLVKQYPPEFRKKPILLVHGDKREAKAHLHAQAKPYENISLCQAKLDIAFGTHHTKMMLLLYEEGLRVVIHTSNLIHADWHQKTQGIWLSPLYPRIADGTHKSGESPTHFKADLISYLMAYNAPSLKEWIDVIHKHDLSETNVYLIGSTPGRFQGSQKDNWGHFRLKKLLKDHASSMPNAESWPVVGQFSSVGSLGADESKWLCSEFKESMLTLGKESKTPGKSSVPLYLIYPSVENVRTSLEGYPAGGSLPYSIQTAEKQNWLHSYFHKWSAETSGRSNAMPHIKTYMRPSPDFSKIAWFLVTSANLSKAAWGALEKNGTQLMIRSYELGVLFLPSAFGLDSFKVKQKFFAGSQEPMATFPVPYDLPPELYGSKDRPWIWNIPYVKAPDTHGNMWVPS
#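 Recombinant human Tdp1 (E. coli-expressed, 1 nM final) preincubated with compounds 15 min at room temperature, then 5'-biotin/3'-phosphotyrosine-FITC DNA substrate (15 nM final) added for 5 min. AlphaScreen beads (10 ug/ml final) added 10 min; cleavage lowers signal.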
# DT40 TDP1 no CPT – qHTS for Inhibitors of human tyrosyl-DNA phosphodiesterase 1 (TDP1): qHTS in cells in absence of CPT. AID 686978, 2013. DT40 Tdp1-/- hTDP1 cells, no CPT, ATP luminescence, 48 h. Potency, µM (top dose mostly 46.2 µM), for inactives: top-dose activity change, negative = growth inhibition, actives largely listed as inhibitors. 420,000 tested, 15% active; also: nearly all actives have a fitted effect of over 55% in size
#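 Stably hTDP1-transfected Tdp1-null chicken DT40 cells were treated with library compounds minus camptothecin and grown for at least 48 hr at 37 °C, after which cellular ATP was quantified by luminescence.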
# Active calls of the source: *; ? = inconclusive; nt = no result given; & = joins results of further samples; [ ] = another dose, or the depositor's remark. Calls follow the shape of the dose curve; as a rule, active = well fitted curve in the direction sought with a large enough effect; inconclusive = small, poorly fitted or top-dose-only effect, or another doubt; inactive = no such curve, though single readings can be large; an effect the other way counts as inactive or inconclusive. % is scaled to controls: 0 for no effect and ±100 for the full control effect; potency is read from the fitted curve at half-maximal effect.
Molecule	TDP1 cell CPT	TDP1 inh	DT40 TDP1 no CPT
O=C(COc1ccccc1)NCC(=O)Nc1cccc2ccccc12	3%	3%	-21%
CCc1cccc(NC(=O)CCc2c(C)nn(-c3ccc(N4CCOCC4)nn3)c2C)c1	?	4%	?
Cn1c(SCC(=O)NCC2CCCO2)nnc1-c1ccc(S(=O)(=O)N2CCCC2)cc1 (configuration not stated)	7%	0%	3%
C=CCn1cc(/C=N/Nc2nc3ccccc3[nH]2)c2ccccc21	?	9%	?
O=C(c1ccccc1)N1CCCC(c2nc3c(nnn3Cc3ccccc3)c(=O)[nH]2)C1 (configuration not stated)	-28%	2%	-10%
Cc1ccccc1NC(=O)Cn1cc(S(=O)(=O)N2CCCC2)c(S(=O)(=O)N2CCCC2)c1	-16%	-8%	0%
CCOc1ccc(NC(=O)COc2ccc(C(=O)N3CCC(C(N)=O)CC3)cc2OC)cc1	?	5%	?
CC[N+](C)(C)c1ccc(/C=C/c2ccnc3ccccc23)cc1	0.079µM*	nt	0.11µM*

# Next part, starting with the last four of the part before.
Molecule	TDP1 cell CPT	TDP1 inh	DT40 TDP1 no CPT
O=C(c1ccccc1)N1CCCC(c2nc3c(nnn3Cc3ccccc3)c(=O)[nH]2)C1 (configuration not stated)	-28%	2%	-10%
Cc1ccccc1NC(=O)Cn1cc(S(=O)(=O)N2CCCC2)c(S(=O)(=O)N2CCCC2)c1	-16%	-8%	0%
CCOc1ccc(NC(=O)COc2ccc(C(=O)N3CCC(C(N)=O)CC3)cc2OC)cc1	?	5%	?
CC[N+](C)(C)c1ccc(/C=C/c2ccnc3ccccc23)cc1	0.079µM*	nt	0.11µM*
OC(c1ccc(F)cc1)c1ncc(-c2ccc3ccccc3c2)[nH]1 (configuration not stated)	?	nt	?
c1cnc2ccc(-c3ccc4ncccc4c3)cc2c1	?	nt	4.1µM*
O=C(Nc1nnc(Cc2ccccc2)s1)Nc1ccccc1F	?	2%	-16%
CCOc1ccc(NC(=O)c2ccc(F)cc2F)cc1	-19%	nt	-28%
COc1cccc(CN2CCNC(=O)C2CC(=O)NCc2cn3ccc(C)cc3n2)c1OC (configuration not stated)	6%	nt	27%
COc1cccc(C2C(C(=O)Nc3ccccc3OC)=C(C)Nc3nc(-c4ccco4)nn32)c1 (configuration not stated)	?	nt	18µM*
C=Cn1c(C(=O)O)ccc1-c1ccc(OC)cc1	-4%	6%	?
CC(C)c1c(C(=O)N/N=C/c2ccc(OCc3ccccc3)cc2)nnn1-c1nonc1N	?	4%	?
CCOc1ccc(NC(=O)CC2C(=O)N(c3cccc(C)c3)C(=O)N2CCC2=CCCCC2)cc1 (configuration not stated)	?	6%	23µM*
CCO[C@@H]1OC(C(=O)N2CCN(Cc3ccccc3)CC2)=C[C@H](c2ccc(Br)cc2)[C@H]1CCCO	?	5%	23µM*
CN(C)Cc1c(C(=O)N/N=C/C=C/c2ccccc2)nnn1-c1nonc1N	0%	3%	3%
CC1(c2nnnn2-c2ccc3c(c2)OCCO3)CCC(=O)N1Cc1ccc(F)cc1 (configuration not stated)	0%	nt	-17%
Cc1ccc(NS(=O)(=O)c2ccccc2Cl)c2c1CC(C)(C)O2	20µM*	-2%	14µM*
NC(Cc1ccc(F)cc1)c1csc(Nc2ccc(C(F)(F)F)cn2)n1 (configuration not stated)	13µM*	nt	9.2µM*
CCOC(=O)NNC(=O)C1CCC(C)CC1 (configuration not stated)	-13%&10%	0%&3%	?
O=C(Cn1ncc2c3ccccc3n(Cc3ccc(Cl)cc3)c2c1=O)NCCCc1ccccc1	-26%	3%	-30%
C/C(=N/NC(=O)c1ccc(Br)s1)c1ccncc1	-21%	5%	5%
CCCN(CCC)C(=S)NC1CC2C=CC1C2 (configuration not stated)	?	6%	?
Cc1ccc(CNC(=O)C(C)n2c(=O)cc(C(F)(F)F)c3c(C)nn(C)c32)cc1 (configuration not stated)	26µM*	5%	?
Cn1cc(C(=O)c2ccc(Cl)cc2Cl)cc1C(=O)N/N=C(\N)COc1ccccc1	?	9%	?
CCN(CC)S(=O)(=O)c1ccc(OCC(=O)NC(=O)c2ccccc2OC)c([N+](=O)[O-])c1	-15%	-3%	-19%
Cc1cccc(CNc2ncncc2-c2cccnc2)c1	-6%	nt	-11%
COc1cccc(NC(=O)Cn2cc(S(=O)(=O)N3CCCC3)c(S(=O)(=O)N3CCCC3)c2)c1	-5%	-6%	-18%
CC(C)Cn1c(-c2ccc(Br)o2)n[nH]c1=S	-1%	3%	?
CCn1cc(S(=O)(=O)CC(=O)Nc2cccc(C)c2)c2ccccc21	4%	nt	-20%
COc1cccc(NC(=O)CCc2c(C)nn(-c3ccc(N4CCOCC4)nn3)c2C)c1	7%	8%	-6%
Cc1nc(CNS(=O)(=O)c2ccccc2F)cs1	3%	5%	0%
CCN(CC)S(=O)(=O)c1cccc(NC(=O)COC(=O)CNC(=O)c2cccc(F)c2)c1	-24%	4%	-18%
COc1ccc(CNC(=O)CCC(=O)Nc2ccc(Cl)cc2)cc1	0%	2%	8%
COc1cc(CN2CCNC(=O)C2CC(=O)NCCCC2CCCC2)cc(OC)c1 (configuration not stated)	-5%	6%	2%
CC(O)(c1cccc(F)c1)c1nc(-c2ccc3ccccc3c2)cs1 (configuration not stated)	13µM*	nt	23µM*
O=C(Nc1ccc(-c2nc3cccnc3s2)cc1)c1ccco1	?	2%	13µM*
Cc1c(NC(=O)CCCOc2ccccc2)cccc1[N+](=O)[O-]	-6%	2%	-20%
CCN(CC)S(=O)(=O)N1CCC(C(=O)NC2CCCC2)CC1	-6%	-2%	-2%
O=[N+]([O-])c1ccc(CSc2ccc(S(=O)(=O)N3CCCCC3)cn2)cc1	?	1%	?
S=c1[nH]nc(-c2cccnc2)n1C1CCCCC1	7%	0%	3%
Cc1cc(C)nc(NC(N)=S)n1	-2%	2%	4%
COc1ccc(Cl)cc1NC(=O)CC(=O)Nc1cc(Cl)ccc1OC	-2%	-8%[0.0935 µM]	-29%
Cc1ccc2cc(CN(CC3CCCO3)C(=S)Nc3ccccc3)c(=O)[nH]c2c1C (configuration not stated)	2.9µM*	3%	2.6µM*
CC[C@@H]1CC2=C(C(=O)OC(C)(C)O2)[C@H](c2ccc(Cl)cc2)O1	-14%	nt	-24%
CC(=O)Nc1cc(NC(C)=O)c2nc(N)sc2c1	-1%	0%	-4%
CCN1CCN(c2c(S(=O)(=O)c3ccc(C)c(C)c3)cnc3ccc(F)cc23)CC1	?	0%	?
Cc1ccc(C(=O)NC2=NCCS2)cc1Cl	11%	nt	1%
CCCN1C2CCCC1CC(NC(=O)c1cc(OC)c(OC)c(OC)c1)C2 (configuration not stated)	-7%	2%	4%
Cc1c(N2C(=O)CS/C2=N\N=C\c2ccc(Cl)cc2)c(=O)n(-c2ccccc2)n1C	-14%	2%	-3%
O=c1[nH]c(C2CCCN(S(=O)(=O)c3ccc(F)cc3)C2)nc2c1nnn2Cc1ccccc1 (configuration not stated)	-22%	9%	?
COC(=O)C(C)Sc1nc2c(c(=O)[nH]c(=O)n2C)n1CCC(C)C (configuration not stated)	-2%	7%[56.1 µM]	-10%
Cc1c(C(=O)OCCN2CCCCC2)oc2ccccc12	29%	6%	-14%
Fc1ccc(NC(=S)Nc2cccnc2)cc1Cl	?	5%	23µM*
CCCCC(=O)OCC(=O)Nc1ccc(SC(F)F)cc1	28%	3%	3%
COc1ccc(-c2nc3cnc(N(C)C)nc3n(C[C@H]3CCCO3)c2=O)cc1	3%	nt	23%
COc1ccc(C(O)c2ncc(-c3ccccc3Cl)[nH]2)cc1F (configuration not stated)	?	nt	-26%
Cc1noc(C)c1C(=O)NCc1ccccc1Br	-14%	-4%	-12%
Cc1c(NC(=O)CCC2CCCCC2)cc(C(=O)N2CCOCC2)cc1[N+](=O)[O-]	-21%	-1%	?
Cc1ccc(NC(=O)Cn2ccn(-c3ccccc3)c(=O)c2=O)cc1	-4%	0%	0%
CCNc1nc(C)c2cc(Br)c(=O)n(CC)c2n1	3.7µM*	6%	2.9µM*

# (next part)
Molecule	TDP1 cell CPT	TDP1 inh	DT40 TDP1 no CPT
O=C(N/N=C/c1ccccc1OC(=O)c1ccc2c(c1)OCO2)c1cccc(F)c1	1.2µM*	3%	1.3µM*
O=C(NCc1ccc(F)cc1)c1cc2c(s1)-c1ccccc1SC2	-107%	-5%	?
COc1ccc(N2CCc3c(C)nc4c(OC)cccc4c32)cc1	4.6µM*	5%	2.9µM*
Oc1[nH]c2ccc(Br)cc2c1N=Nc1ccc(C(F)(F)F)cn1	?	-5%	?
COc1cc(/C=C(\C#N)c2nc3ccccc3[nH]2)cc(Br)c1OCc1ccccc1	18µM*	5%	21µM*
COc1ccccc1CN1CC(C(=O)NCc2cccnc2)CC1=O (configuration not stated)	-16%	3%	-15%
COc1ccc(Cn2c(=S)[nH]c3ccccc3c2=O)cc1	9%	nt	15%
CC(C)NC(=O)N1CC2(CCN(C(=O)c3ccco3)CC2)C1	10%	nt	11%

# Shown with values under each structure: 4 of the compounds above.
# Sequence of screens – TDP1 cell CPT, TDP1 inh, DT40 TDP1 no CPT
- O=C(N/N=C/c1ccccc1OC(=O)c1ccc2c(c1)OCO2)c1cccc(F)c1
  1.2µM*, 3%, 1.3µM*
- O=C(NCc1ccc(F)cc1)c1cc2c(s1)-c1ccccc1SC2
  -107%, -5%, ?
- COc1ccc(N2CCc3c(C)nc4c(OC)cccc4c32)cc1
  4.6µM*, 5%, 2.9µM*
- Oc1[nH]c2ccc(Br)cc2c1N=Nc1ccc(C(F)(F)F)cn1
  ?, -5%, ?

# Further entries:
Molecule	TDP1 cell CPT	TDP1 inh	DT40 TDP1 no CPT
CCOc1ccc2[nH]c(=O)c(CN(Cc3ccco3)C(=O)c3ccc(Br)cc3)cc2c1	?	8%	3.3µM*
O=C(O)C1C2C=CC(C2)C1C(=O)Nc1nccs1 (configuration not stated)	-1%	5%	0%
Cn1c(NCc2ccccc2F)nc2cc(-c3ccsc3)sc2c1=O	?	nt	23µM*
CCOc1ccc2nc(N/C(N)=N/C(=S)Nc3ccc(C)c(C)c3)nc(C)c2c1	-83%	-3%	-45%
O=C(Nc1ccc(C(=O)OCc2cc(=O)n3c4c(sc3n2)CCCC4)cc1)c1ccc(Cl)cc1	?	-4%	?
COc1ccc(-c2cc(C(=O)NC3CCCC3)no2)cc1	11%	-1%	5%
CCOC(=O)c1sc(NC(=O)C2CCCCC2)nc1C	2%	nt	?
Cc1cc(C)c(-c2n[nH]c3c2C(c2ccccc2F)N(CCO)C3=O)c(O)c1 (configuration not stated)	?	9%	?
CC1CCN(C(=O)CSc2nnc(CNC(=O)c3ccc(F)cc3)o2)CC1	1%	3%	-15%
CC(=O)c1ccc(NC(=O)c2ccc(CN3C(=O)CCn4nc(C)cc43)cc2)cc1	-10%	3%	-5%
O=S(=O)(c1cccc(Cn2nnc(-c3ccc(F)cc3)n2)c1)N1CCOCC1	?	0%	21µM*
O=C(Cn1cnc2ccccc21)N/N=C/c1cccnc1	0%	-5%	-20%
c1cncc(OC2CCN(Cc3ccc4c(c3)CN(Cc3ccc5c(c3)CCO5)CCO4)CC2)c1	-9%[9.04 µM]	nt	18µM*
CCOC(=O)Cc1csc(SCC(=O)N2CCN(c3ccc(OC)cc3)CC2)n1	-14%	2%	-3%
Cc1nn(C)c(Oc2ccc(Cl)cc2)c1C(=O)O	-3%	-6%	-3%
CN(c1ccccc1)S(=O)(=O)c1cccc(C(=O)OCC(=O)Nc2ccc(C(N)=O)cc2)c1	?	2%	?
O=C(NCc1ccc(F)cc1)c1ccc(Br)o1	9%	0%	-21%
COc1ccc(C)cc1NC(=O)CSc1nnc(-c2ccc(OC)c(OC)c2)n1N	0%	4%	-18%
Cc1noc(C)c1CN1C(=O)c2ccccc2C1=O	17%	3%	11%
O=C(Nc1cccc(F)c1)c1ccc(-c2ccccc2)s1	?	-8%	?
CCC(=Nc1ccccc1OC)C1=C(O)CC(c2ccccc2)CC1=O (configuration not stated)	6.5µM*	-3%	5.8µM*
CC(=O)NC1C(=O)N(CCN2CCOCC2)c2ccc(Cl)cc21 (configuration not stated)	0%	nt	-8%
COc1cc(OC)c(NC(=O)CN2C(=O)CCn3nc(-c4cccn4C)cc32)cc1Cl	-14%	10%	-2%
Cc1ccc(CNC(=O)c2c3c(nc4ccccc24)C(=O)N(C2CCCCC2)C3)cc1	?	7%	16µM*
